DNMT1 inh = DNMT1 (human) enzyme inhibition; P26358; DNMT1 molecular beacon, Hinp1I cleavage, fluorescence; inhibition (reported as % activation of signal), % at 10 µM; 360,000 tested, 0.83% active; in the data active = inhibition above about 50%
LMPTP block = blocks human LMPTP phosphatase; recombinant LMPTP-A, OMFP fluorogenic substrate, fluorescence intensity; P24666; inhibition, % at 20 µM; 360,000 tested, 0.22% active;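 active = compounds that cut the enzyme signal by at least half of the control window in the single-dose screen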;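 also: plate controls were DMSO wells with enzyme plus substrate for no effect and substrate without enzyme for full effect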
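Test system – LMPTP-A phosphatase enzyme · Quantity – 0.625 nM LMPTP-A final · Reagent – OMFP substrate, 400 µM final · Dosing – one test concentration per compound, 20 µM, with 3% DMSO overall · Timing – 50 min enzyme reaction at room temperature, protected from light · Detection – fluorescence intensity · Controls – substrate-only low control, DMSO enzyme-plus-substrate high control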
Scp1 inh = Scp-1 (human) phosphatase inhibition; Q9GZU7; Recombinant Scp1, phosphopeptide, malachite green phosphate absorbance; inhibition, % at 20 µM; 340,000 tested, 0.88% active; AID 493091;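 active = inhibition above about 50% at 20 µM, limit read from the data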;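 also: plate controls were DMSO wells with enzyme for no effect and wells lacking enzyme for full effect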
Target sequence (Q9GZU7 76-261 limits assumed): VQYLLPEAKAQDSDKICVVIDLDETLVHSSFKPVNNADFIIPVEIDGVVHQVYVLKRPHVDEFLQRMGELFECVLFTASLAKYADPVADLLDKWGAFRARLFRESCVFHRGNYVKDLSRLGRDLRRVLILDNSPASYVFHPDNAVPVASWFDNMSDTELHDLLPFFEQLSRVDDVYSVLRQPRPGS
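Test system – truncated SCP-1 phosphatase (76-261aa) · Reagent – Phosphorylated 17-residue peptide substrate · Incubation – 45 min room-temperature reaction, 5 min colour, 30 min stabiliser · Detection – colorimetric phosphate reagent with accelerator and stabiliser, absorbance at 630 nm · Measure – % inhibition at 20 µM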
CSN inh = blocks human CSN-mediated cullin deneddylation; Q92905; Purified CSN, SCF-Nedd8-OG deneddylation, fluorescence polarization; inhibition, % at 12.5 µM; 360,000 tested, 0.38% active;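 active = pattern-corrected inhibition above about 35%, with an unprinted fluorescence ratio check between 0.5 and 1.5, limit read from the data, passing the limit was not always enough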;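 also: 0% = enzyme with substrate and 100% = substrate without enzyme; some results filed as inactive read as strong as hits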
Target sequence (Q92905 whole entry, looked up, one chain of several): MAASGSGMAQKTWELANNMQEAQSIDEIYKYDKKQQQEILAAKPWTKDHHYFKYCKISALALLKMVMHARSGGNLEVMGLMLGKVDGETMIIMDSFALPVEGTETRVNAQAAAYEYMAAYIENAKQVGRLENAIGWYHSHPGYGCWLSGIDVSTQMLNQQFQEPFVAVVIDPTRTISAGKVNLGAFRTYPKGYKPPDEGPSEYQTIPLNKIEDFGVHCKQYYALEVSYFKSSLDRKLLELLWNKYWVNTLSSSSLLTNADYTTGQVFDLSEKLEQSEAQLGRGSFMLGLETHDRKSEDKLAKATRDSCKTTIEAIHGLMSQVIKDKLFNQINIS
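Assay system: Purified human Csn5 enzyme expressed in HEK293T cells | Amount: Enzyme 0.24 nM | Measured by: Fluorescence polarization readout | Medium: Tris/NaCl/DTT buffer, pH 7.5 | Compound dosing: One concentration, 12.5 µM, 0.25% DMSO | Times: 90 min incubation of compound, enzyme and substrate at room temperature | Control set: no-enzyme wells high, enzyme-with-substrate wells low | Read-out: % inhibition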
Rin1 Abl inh = blocks binding of human Rin1 to Abl | TR-FRET Rin1/Abl binding, biochemical | inhibition, % at 7.35 µM | P00519+Q13671 | 360,000 tested, 0.4% active; in the data active = inhibition above about 5%, passing the limit was not always enough
SUMO1 PPI mod = SUMO1-SIM interaction modulation; P63165; SUMO1 binding to a labelled peptide, TR-FRET, 1 h; inhibition, % at 20 µM; 360,000 tested, 0.33% active; AID 602429; in the data active = inhibition above about 37%
Target sequence (P63165 whole entry, looked up): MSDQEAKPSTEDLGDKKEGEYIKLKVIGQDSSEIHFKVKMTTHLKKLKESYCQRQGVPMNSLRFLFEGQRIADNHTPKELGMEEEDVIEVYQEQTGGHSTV
Rpn11 inh = Rpn11 (human) deubiquitinase inhibition; human 26S proteasome, Ub4-pepOG fluorescence polarization; 20S core pre-blocked with epoxomicin; calls only at 20 µM; 360,000 tested, 0.59% active; AID 588493;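 active = inhibition at 20 µM, scaled to each plate's controls, above about 33%, limit read from the data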
Target sequence (O00487 whole entry, looked up): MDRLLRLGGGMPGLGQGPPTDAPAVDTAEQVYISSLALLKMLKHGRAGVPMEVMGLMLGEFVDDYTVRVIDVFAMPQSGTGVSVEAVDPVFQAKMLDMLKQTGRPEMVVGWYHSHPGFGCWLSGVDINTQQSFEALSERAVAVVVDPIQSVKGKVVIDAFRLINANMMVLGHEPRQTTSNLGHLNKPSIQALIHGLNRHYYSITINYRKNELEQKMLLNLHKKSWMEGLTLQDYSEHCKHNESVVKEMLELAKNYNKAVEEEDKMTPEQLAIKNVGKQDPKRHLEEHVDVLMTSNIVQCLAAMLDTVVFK
Neddyl block = inhibitors of human cullin neddylation. P61081+Q13564. TR-FRET cullin neddylation, biochemical. calls only at 25 µM. 360,000 tested, 0.58% active; in the data active = inhibition above about 36%
NadD inh = inhibitors of Staphylococcus aureus NadD; purified NadD enzyme, colorimetric absorbance read-out; inhibition, % at 20 µM; 360,000 tested, 0.78% active; AID 602399; in the data active = inhibition above about 26%; also: some compounds past the cut are filed as inactive
STEP block = STEP (human) phosphatase inhibition. inhibition, % at 20 µM. 360,000 tested, 0.25% active. P54829. recombinant STEP, OMFP fluorogenic substrate, fluorescence. AID 588621;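 active = inhibition at 20 µM, scaled per plate between control wells, above about 37%, limit read from the data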;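 also: 0% = DMSO with enzyme and substrate and 100% = substrate only without enzyme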
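System: STEP phosphatase, cell-free reaction; Buffer or medium: Bis-Tris pH 6.0 buffer with DTT, detergent; Incubation: 20 min at room temperature, dark; Measured by: fluorescence, 480/540 nm.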
* hit, by the source's call; i = inactive; . = not tested or not shown; + = active, no number. An unsorted share of the library; 3.8% or so of the library scored in one or more.

| LMPTP block | Rpn11 inh | CSN inh | Scp1 inh | Rin1 Abl inh | SUMO1 PPI mod | STEP block | DNMT1 inh | NadD inh | Neddyl block | SMILES |
| --- | --- | --- | --- | --- | --- | --- | --- | --- | --- | --- |
| -0.3 | i | 0 | -10 | -2 | -2 | -1 | 1 | 8 | i | COC(=O)c1ccc(N2CCN(S(=O)(=O)c3ccc4ccccc4c3)CC2)c([N+](=O)[O-])c1 |
| 3.6 | i | -1 | 14 | 2 | -1 | 0 | 0 | 2 | i | Cc1cc(N2CCC(C)CC2)n2nc(C)c(-c3ccccc3)c2n1 |
| -1.9 | i | 4 | -8 | -2 | -2 | -2 | 0 | -7 | i | COC(=O)C(NC(=O)c1ccccc1)c1ccccc1 (stereo not drawn) |
| -0.3 | i | 5 | -3 | 0 | 12 | 2 | -2 | -4 | i | CSc1ccc(CCNC(=O)CCc2nnc3ccc(N4CCCCC4)nn23)cc1 |
| -1.8 | i | 2 | -14 | -1 | -1 | -4 | 8 | 0 | i | Cc1cc(C)c2oc(-c3cccc(NC(=O)c4ccc(F)cc4)c3)nc2c1 |
| 0.7 | i | 0 | -3 | -1 | -4 | 4 | 2 | -4 | i | O=C(c1ccc(F)cc1)N1CCCN(c2nc(-c3ccccc3)ns2)CC1 |
| 0.2 | i | -6 | -9 | 5 | 4 | -2 | -4 | 5 | i | O=C(Nc1cccc(-c2cscn2)c1)C1CCN(Cc2ccc(CO)o2)CC1 |
| 5.4 | i | 2 | -11 | -1 | -5 | -4 | 3 | 4 | i | Cc1cc(Nc2ccc(Cl)cc2)nc(N2CCOCC2)n1 |
| -1.5 | i | -1 | 12 | -3 | -2 | -2 | -2 | 3 | i | N#CCSc1nc2cc(C(=O)N3CCCC3)ccc2c(=O)n1Cc1ccccc1 |
| 9.8 | i | -1 | 8 | 1 | 1 | 2 | 25 | 15 | i | c1csc(Cc2nn3c(-c4n[nH]c5c4CCC5)nnc3s2)c1 |
| 10 | i | 32 | 14 | -2 | 25 | 3 | 47 | 10 | i | CC1CCN(Cc2c(O)ccc3c2O/C(=C\c2ccco2)C3=O)CC1 |
| -0.4 | i | 3 | -16 | -1 | 2 | -3 | 1 | -2 | i | CNC(=O)c1[nH]nc2c1CCc1cc(OC)ccc1-2 |
| 4.3 | i | 0 | . | 1 | 9 | 4 | -40 | 44* | i | CC(C)C[C@H]1CNC(=S)N1C[C@H]1CCCN1C[C@H](Cc1ccc(O)cc1)N1C[C@H](Cc2ccc(O)cc2)N(CC2CCCCCC2)C1=S |
| -0.1 | i | -3 | -2 | -2 | -5 | -2 | 15 | 0 | i | COc1cc(/C=N/NC(=O)C2(O)c3ccccc3-c3ccccc32)ccc1O |
| 3.7 | i | -1 | -12 | 2 | 5 | 1 | -5 | 2 | i | Cc1cccc(N2CCN(C(=O)c3cc4cc(F)ccc4[nH]3)CC2)c1C |
| -0.6 | i | -2 | -5 | -1 | 4 | -2 | 0 | 4 | . | CC(=O)c1cccc(NC(=O)c2cc3nc(C)cc(C)n3n2)c1 |
| -0.8 | i | 4 | -8 | 0 | -10 | 0 | 0 | 2 | i | COc1ccc(Cl)cc1N1C(=O)c2cccnc2C1=O |
| -0.2 | i | 2 | -1 | -3 | -1 | -3 | -5 | 4 | i | Cc1ccccc1Nc1nc(N)nc(CSc2nc3ccccc3c(=O)n2CCCO)n1 |
| -0.1 | i | -1 | -3 | 1 | -1 | 2 | 2 | 5 | i | CCOc1cc(C(=O)Nc2cc(C(=O)OC)ccc2C)ccc1OCC(=O)N1CCOCC1 |
| -3.1 | i | 0 | -3 | -4 | 1 | -1 | -1 | -6 | i | Cc1ccc(Cl)cc1NC(=O)CCC(=O)NCc1ccco1 |
| 1.7 | i | 2 | -3 | 0 | 0 | -1 | 5 | -1 | i | Cc1ccccc1Nc1nc(N)nc(COC(=O)c2cccc(S(=O)(=O)N(C)c3ccccc3)c2)n1 |
| -0.5 | i | 4 | -3 | -1 | 2 | -2 | 3 | 4 | i | CCn1c(C)cc(O)cc1=O |
| -2.0 | i | 2 | -1 | 0 | 4 | 1 | -1 | 0 | i | O=C(CSCCO)N1CCc2ccccc21 |
| -0.5 | i | -3 | -12 | -2 | -6 | -6 | -1 | -2 | i | Cc1c(Cl)c([N+](=O)[O-])nn1CC(=O)N1CCc2ccccc2C1 |
| 0.6 | i | 7 | 5 | -8 | 4 | 2 | 1 | -3 | i | CSc1ccc(C(=O)C2CCCN(C(=O)c3ccc(C)nc3)C2)cc1 (stereo not drawn) |
| -1.1 | . | -5 | . | . | 0 | . | . | 0 | i | O=C(NCc1ccc(F)cc1)OC1CC2CC1[C@H]1CCCCN1C2=O (stereo partly drawn) |
| 0.0 | i | 5 | -12 | 2 | -3 | -1 | 3 | -1 | i | COc1ccc(NS(=O)(=O)c2cc3c(cc2C)NC(=O)CO3)c(OC)c1 |
| 2.4 | i | 1 | -7 | 2 | -12 | 4 | -3 | 26 | i | Cc1ccc(/C=C2\SC(=S)N(CCC(=O)NNC(=O)c3cccc(O)c3)C2=O)cc1 |
| -0.1 | i | 0 | -3 | 5 | -4 | -2 | -3 | -3 | i | O=C(NCC1CCCN1S(=O)(=O)c1cccs1)C(=O)Nc1ccccc1 (stereo not drawn) |
| 1.5 | i | -3 | -2 | -2 | 2 | 2 | 7 | 5 | i | CCCCCCC(=O)N1CCC(c2nc3c(nnn3Cc3ccccc3Cl)c(=O)[nH]2)CC1 |
| -6.7 | i | -2 | -10 | -1 | -22 | -4 | -5 | 3 | i | O=C(COc1ccc(F)cc1)NCCN1CCCC1 |
| -7.6 | i | 0 | -1 | 1 | 0 | 1 | 0 | 1 | i | COc1ccc(CN(C)C2CCN(C)CC2)cc1OC |
| 2.1 | i | 5 | . | -3 | -2 | 2 | 1 | 9 | i | CC(C)c1ccc(CC(=O)N2CCC2(C)C(=O)Nc2cnc3ccccc3c2)cc1 (stereo not drawn) |
| 5.2 | i | 4 | -306 | -2 | 15 | 0 | -13 | 9 | i | Cc1sc2ncnc(N3CCC(C(=O)Nc4ccc(OC(F)F)c(Cl)c4)CC3)c2c1C |
| -2.9 | i | -2 | -5 | 1 | 0 | -5 | -1 | -4 | i | Cc1n[nH]c(C)c1CCN(C)Cc1cn(C)nc1-c1ccc2c(c1)OCCO2 |
| -2.1 | i | -6 | -2 | -1 | 1 | -1 | 4 | 0 | i | CC(C)(C)S(=O)(=O)c1c(C(=O)O)cccc1C(=O)O |
| 3.2 | i | -2 | . | 1 | -6 | -4 | -3 | -1 | i | OC(c1ccccc1)(c1nc(-c2cccc3cccnc23)cs1)C(F)(F)F (stereo not drawn) |
| 1.2 | i | 2 | -9 | 1 | 2 | -1 | -2 | -2 | i | CCO[C@@H]1OC(C(=O)Nc2ccccc2)=C[C@H](c2ccc3c(c2)OCO3)[C@H]1CCCO |
| -0.5 | i | 4 | -3 | 0 | 0 | 0 | 1 | -9 | i | CCOC(=O)NNS(=O)(=O)c1cc(Br)ccc1Br |
| 4.2 | i | 4 | 0 | -1 | -22 | 0 | -10 | -2 | i | COc1ccccc1C1CCN(c2cc(O)ccc2[N+](=O)[O-])CC1 |

Ordered by the number under DNMT1 inh (ascending): some entries from above
| LMPTP block | Rpn11 inh | CSN inh | Scp1 inh | Rin1 Abl inh | SUMO1 PPI mod | STEP block | DNMT1 inh | NadD inh | Neddyl block | SMILES |
| --- | --- | --- | --- | --- | --- | --- | --- | --- | --- | --- |
| -6.7 | i | -2 | -10 | -1 | -22 | -4 | -5 | 3 | i | O=C(COc1ccc(F)cc1)NCCN1CCCC1 |
| -0.5 | i | -3 | -12 | -2 | -6 | -6 | -1 | -2 | i | Cc1c(Cl)c([N+](=O)[O-])nn1CC(=O)N1CCc2ccccc2C1 |
| 0.6 | i | 7 | 5 | -8 | 4 | 2 | 1 | -3 | i | CSc1ccc(C(=O)C2CCCN(C(=O)c3ccc(C)nc3)C2)cc1 (stereo not drawn) |

(further entries)
| LMPTP block | Rpn11 inh | CSN inh | Scp1 inh | Rin1 Abl inh | SUMO1 PPI mod | STEP block | DNMT1 inh | NadD inh | Neddyl block | SMILES |
| --- | --- | --- | --- | --- | --- | --- | --- | --- | --- | --- |
| -0.1 | i | -1 | -15 | 5 | -11 | 0 | 2 | 6 | i | Cc1nn(-c2ccc(F)cc2)c(Cl)c1/C=C(/CCC(=O)O)c1nc2ccccc2s1 |
| 0.0 | i | 1 | 0 | -1 | 1 | 1 | 1 | 4 | i | NNC(=O)C(=O)Nc1ccc(Cl)c(Cl)c1 |
| -0.4 | i | 3 | -12 | 1 | 0 | -2 | -11 | 0 | i | CC(C)c1[nH]nc2c1C(Cc1ccccc1)C(C#N)=C(N)O2 (stereo not drawn) |
| -0.7 | i | -3 | 4 | 5 | 0 | -2 | 0 | 1 | i | COc1ccc(CCN2CC(C(=O)N3CCC(O)(c4ccccc4)CC3)CCC2=O)cc1 (stereo not drawn) |
| 2.1 | . | -5 | . | . | 3 | . | . | 5 | i | O=C1NC[C@@H](CCCCN2C[C@H](Cc3ccccc3)N(CC3CCCCC3)C(=O)C2=O)N(CCc2ccc(O)cc2)C1=O |
| -0.5 | i | -10 | -5 | -3 | -11 | -2 | -2 | -6 | i | Cc1cc(C)n(-c2nnc(NC(C)(C)C)nn2)n1 |
| -0.1 | i | -1 | -14 | -2 | -24 | -2 | -2 | 2 | i | COc1ccccc1N1CCN(C(=O)/C=C/c2cccc([N+](=O)[O-])c2)CC1 |
| 5.8 | i | 2 | 4 | -2 | -1 | 2 | -10 | 13 | i | Cc1cc(/C=N\NC(=O)c2cccs2)c(C)n1-c1ccc2ncccc2c1 |
| -0.6 | i | -1 | -8 | 0 | -7 | 0 | -1 | -3 | i | O=C1Nc2ccccc2C(O)(C(=O)NCc2ccco2)N1c1ccc(Cl)cc1 (stereo not drawn) |
| 0.2 | i | 1 | -7 | 0 | 2 | -1 | -2 | 3 | i | COc1cc(C(=O)NCC2(c3ccccc3)CCCC2)cc(OC)c1OC |
| -2.9 | + | 1 | -1 | 0 | 6 | 1 | -5 | 0 | i | COc1ccc(NCC(=O)Nc2ccc(Br)cc2F)c(OC)c1 |
| -1.8 | i | 0 | -10 | 1 | -20 | 4 | 1 | -6 | i | O=[N+]([O-])c1ccc(Oc2ccc(OCc3ccccc3)cc2)nc1 |
| -0.8 | i | 3 | -4 | 2 | 2 | -1 | 2 | -3 | i | Cc1cccc(C)c1NC(=O)CN(c1ccccn1)S(=O)(=O)c1ccccc1 |
| -0.2 | i | 1 | -2 | 1 | 3 | 2 | 3 | 0 | i | Cn1ncc(Br)c1C(=O)NC1CCCCCC1 |
| -0.2 | i | 2 | -2 | -1 | 0 | -1 | 2 | -3 | i | CC1=C(C#N)C(NC(=O)C2CC2)(C(F)(F)F)C(=O)N1 (stereo not drawn) |
| 1.4 | i | -4 | 53* | -2 | -23 | 3 | -2 | -5 | i | CCOc1ccc(NC(=O)CN(C)C(=O)c2ccc(N3CCCC3)c([N+](=O)[O-])c2)cc1OCC |
| -1.8 | i | -13 | -5 | 1 | 1 | -2 | -1 | -1 | i | CC(C)(C)c1ccc(S(=O)(=O)NCc2ccc(C(=O)NCc3ccccn3)cc2)cc1 |
